Screens (PubChem BioAssay)
XiGFP reactiv: activators of inactive X chromosome reactivation, primary screen, imaging, XiGFP fibroblasts, GFP high-content imaging, set 2; 0.055% of 360,000 active; AID 743238, 2013; activation, % at 7.58 µM; XiGFP mouse fibroblasts, % GFP-positive cells imaging, 3 d; cells co-treated with 5-aza-dC sensitizer; scaled so ellipticine positive control = 100%;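 active means mean normalized replicate activation at least 10% and every replicate at or above 10%; inconclusive means only one of the two criteria met; inactive means mean below 10% and not all replicates reach 10%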;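 further: 0% = median of on-plate neutral control wells and 100% = ellipticine 6 µM median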
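System: XiGFP fibroblasts, SV40-immortalized. Medium: DMEM plus 5-aza-dC sensitizer. Doses: single point. Timing: 3 d treatment, 15 min room-temperature fixation. Control set: ellipticine 6 µM.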
E-sel inducer: E-selectin induction in HUVECs, primary screen, imaging, HUVEC, immunofluorescence imaging, single point | P16581 | normalized: neutral wells 0, TNF-alpha wells 100 | activation, % at 7.58 µM | 0.37% of 260,000 active | AID 686992, 2013;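 active means mean E-selectin-positive cell signal at least 10% of the positive control, reached in at least 60% of replicates, without over 20% cell loss; inconclusive means no rule given, readout overlaps actives, possibly toxicity-flagged; inactive means the rest, including those meeting only one limit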;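 further: in these data hits start at about 27%; measured in HUVEC primary endothelial cells; signal is the percent of cells scored E-selectin positive by PE staining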
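Material: HUVEC primary endothelial cells; Amount: 3,000 cells per well; Dosing: single concentration; Medium: EGM-2 growth medium on 0.1% gelatin-coated wells; Read-out basis: percent E-selectin-positive cells; Signal: immunofluorescence imaging; Control set: TNF-alpha, DMSO.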
GSIS activator: GLuc luminescence reporter in INS-1E cells, primary screen for activators of glucose-dependent secretion of insulin | INS-1E GLuc reporter insulin secretion, 2-3 h | activation, % at 16.6 µM | 0.61% of 370,000 active | AID 743287, 2014;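 active means lowest replicate activation of at least 40%, so every replicate reaches that level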;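 further: 0% = median of neutral control wells and 100% = median of IBMX positive control wells; some compounds called inactive have numbers as strong as hits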
RAD54 inh: inhibitors of human RAD54 branch migration, primary screen, biochemical, fluorescence, single point | 0.14% of 360,000 active | RAD54 Holliday junction branch migration, FAM/BHQ fluorescence | inhibition, % at 10.4 µM | AID 602329, 2012;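 active means mean normalized replicate activity at least 40 and at least half of replicates scoring 40 or more; inconclusive means only one of the two criteria met; inactive means mean below 40 and under half of replicates reaching 40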;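 further: 0% = median of neutral control wells and 100% = median of positive control wells; inhibitors cause a drop in the FAM fluorescence signal; in these data hits start at about 50%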
DENV2 CPE rescue: inhibitors of DENV2 cytopathic effect, primary screen, cell-based, plate reader, single concentration; DENV2-infected cells, cytopathic effect rescue; CPE inhibition, % at 9.99 µM; 1.7% of 350,000 active; AID 651640, 2012; in the data active means CPE inhibition above about 20%, passing the limit was not always enough; inconclusive means no clear call, values can overlap the other calls; tested in BHK-21 cells;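 further: 0% = median of neutral control wells and 100% = median of positive control wells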
RAD52 inh: RAD52 DNA annealing inhibitors, primary screen, biochemical, FRET, single point, set 2; DNA repair protein RAD52 homolog (Homo sapiens), P43351; recombinant RAD52 DNA annealing, FRET fluorescence; inhibition, % at 18.7 µM; 0.46% of 360,000 active;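 active means every replicate showing at least 50% inhibition; inconclusive means mean inhibition at least 50% but not in every replicate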
Target sequence (P43351 whole entry, looked up): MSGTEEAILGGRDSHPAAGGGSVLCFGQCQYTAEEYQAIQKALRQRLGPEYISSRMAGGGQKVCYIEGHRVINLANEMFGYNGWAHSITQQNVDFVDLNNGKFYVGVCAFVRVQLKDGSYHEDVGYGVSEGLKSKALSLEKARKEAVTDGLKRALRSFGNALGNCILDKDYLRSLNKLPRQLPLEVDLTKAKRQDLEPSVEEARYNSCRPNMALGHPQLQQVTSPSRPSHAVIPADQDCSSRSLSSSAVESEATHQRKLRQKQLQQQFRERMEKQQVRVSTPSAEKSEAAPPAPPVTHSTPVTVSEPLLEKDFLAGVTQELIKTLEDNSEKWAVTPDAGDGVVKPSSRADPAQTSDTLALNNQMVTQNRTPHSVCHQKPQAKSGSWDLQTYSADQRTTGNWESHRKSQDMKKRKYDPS
F508del corr: F508del CFTR correction, initial screen, CFBE line, single point | CFBE cells, YFP halide quenching; stimulated with forskolin plus potentiator P3; % fluorescence drop versus neutral controls | 0.36% of 350,000 active | activity (quench increase), % at 7.58 µM | AID 720511, 2013;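 active means mean added fluorescence quench of at least 8% versus neutral control, with both replicates also reaching 8%; inconclusive means only one of the mean or replicate conditions met; inactive means mean below 8% and not both replicates reaching 8%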;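 further: cells transiently co-express mutant CFTR-F508del with the halide-sensitive YFP; corrector assay measuring rescue of mutant channel to the surface after 24 h compound exposure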
CASP6 VEID inh: human caspase-6 inhibitors, primary screen, biochemical, VEID-R110 fluorescence, single point, set 2. purified caspase-6, Z-VEID-R110 cleavage fluorescence. inhibition, % at 12.5 µM. P55212. AID 686996, 2013. 0.53% of 350,000 active;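 active means mean inhibition across replicates at least about 35%, with every replicate also reaching that limit, limit read from the data; inconclusive means only one of the two criteria met; inactive means neither criterion met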;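 further: 0% = median of neutral control wells and 100% = no fluorescence left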
Target sequence (P55212 24-179 limits assumed): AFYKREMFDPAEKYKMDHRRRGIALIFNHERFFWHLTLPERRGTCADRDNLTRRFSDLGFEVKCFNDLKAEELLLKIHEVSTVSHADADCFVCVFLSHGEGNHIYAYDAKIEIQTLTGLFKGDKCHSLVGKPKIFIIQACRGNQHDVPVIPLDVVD
Target sequence (P55212 194-293 limits assumed): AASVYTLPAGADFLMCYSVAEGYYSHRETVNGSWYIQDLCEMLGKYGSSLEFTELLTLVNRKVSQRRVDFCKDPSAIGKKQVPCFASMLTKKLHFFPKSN
Active calls of the source: *; ? = inconclusive; · = no result given; & = joins results of further samples; ! = not active in a repeat.

nr	canonical_smiles	DENV2 CPE rescue	GSIS activator	RAD52 inh	CASP6 VEID inh	F508del corr	XiGFP reactiv	E-sel inducer	RAD54 inh
1	O=C(Nc1ccc2c(c1)OCO2)N[C@@H]1CC[C@H](CCNC(=O)C2CC2)O[C@H]1CO	-17	14	4	-3	-3.1	-0.1	0.1	-1
2	CCOC(=O)C1=C(C)N(C)C(=O)NC1c1c(OC)ccc2ccccc12 (stereo not drawn)	-2	7	-4	0	-0.6	0.1	0.1	3
3	COc1ccc(O)c(C(=O)c2cnn(-c3ccccn3)c2)c1	-10	-4	3	1	2.0	-0.2	1.6	-3
4	CCCNC(=O)Nc1ccc2c(c1)C(=O)N(C)C[C@@H](OC)[C@@H](C)CN(C(=O)C1CC1)[C@H](C)CO2	-1	16	2	3	-0.9	0.0	-0.2	14
5	CN(C)CC1CCCCC1OC(=O)c1ccc(Cl)cc1Cl (stereo not drawn)	-9	14	-9	-1	1.2	0.1	·	·
6	O=C(C[C@@H]1CC[C@H]2[C@@H](COC[C@H](O)CN2C(=O)Nc2cccc(Cl)c2)O1)N1CCCCC1	-3	-20	-3	10	0.1	-0.1	0.1	-1
7	O=C(Cc1ccccc1)N1CC(=O)N2[C@@H](CO)[C@@H](c3ccc(C#Cc4ccccc4)cc3)[C@@H]2C1	9	-9	9	0	2.4	0.2	0.3	·
8	O=[N+]([O-])c1cccc(COc2ccccc2CN2CCOCC2)c1	6	-2	-4	4	-0.7	0.1	?	10
9	C[C@@H]1CN([C@@H](C)CO)C(=O)c2cccc(NS(=O)(=O)c3ccc(Cl)cc3)c2O[C@H]1CN(C)Cc1ccc(Cl)c(Cl)c1	6	-18	12	·	1.4	-0.1	-0.1	-7
10	COc1ccc(C(C)=O)cc1COC(=O)c1cc2ccccc2cc1O	-5	3	-5	0	-0.2	0.1	0.0	-9
11	CC(C)CSc1nc2ccccc2n1CC(=O)O	3	-4	-3	0	-1.9	0.0	·	1
12	O=C(C[C@@H]1C=C[C@H](NC(=O)Nc2cc(F)ccc2F)[C@@H](CO)O1)NCCCN1CCOCC1	2	20	7	2	-1.7	-0.1	-0.2	-2
13	NS(=O)(=O)c1ccc(CCNc2ccn3nc(-c4ccccc4)cc3n2)cc1	1	-3	9	2	0.3	0.0	0.1	-4
14	Cc1ccc(-c2ccc(C3[C@H]4CNC[C@@H]3N4C(=O)Nc3ccccc3Cl)cc2)cc1 (stereo partly drawn)	?	-27&-35	53*!	0&0	0.7&-2.5	0.0&0.0	-0.1&0.0	·
15	CCCCCn1c(=O)c(C(=O)OCC)c(Cl)c2ccccc21	10	6	-5	1	-0.3	0.0	-0.2	1
16	N#CCCN(C(=O)CSc1nc2nc(-c3cccs3)cc(C(F)(F)F)c2c(=O)[nH]1)c1ccccc1	-1	1	-25	1	-2.0	·	-0.2	4
17	N#C[C@H]1[C@@H](c2ccc(-c3ccccc3)cc2)[C@@H](CO)N1C(=O)Cc1ccncc1	-6	-6	-54	-2	-0.8	0.0	-0.2	-15
18	COc1ccc(NC(=O)c2ccc([N+](=O)[O-])cc2[N+](=O)[O-])c(OC)c1	0	-4	-20	0	2.9	0.0	·	·
19	CC(=O)N1CC(C)Sc2ccc(S(=O)(=O)NCCc3ccc(C)cc3)cc21 (stereo not drawn)	-13	-24	5	4	1.3	0.0	·	-4
20	COc1cccc(S(=O)(=O)N2CC[C@@H]3[C@H]2c2cc(-c4ccc(C#N)cc4)ccc2N[C@@H]3CO)c1	-5	12	·	·	0.4	-0.1	-0.3	2
21	CC(C)NC(=O)Nc1cccc2c1O[C@H](CN(C)Cc1ccc(Cl)c(Cl)c1)[C@H](C)CN([C@@H](C)CO)C2=O	17	0	3	4	-1.7	0.1	30*	4
22	C[C@@H]1CN([C@@H](C)CO)C(=O)c2cccc(NC(=O)c3nc4ccccc4s3)c2O[C@H]1CN(C)C(=O)Nc1ccc(C(F)(F)F)cc1	11	-6	-11	0	-2.2	-0.2	·	-4
23	CC(C)N(C(=O)CSc1n[nH]c(=O)n1CCc1ccccc1)C(C)C	0	-3	-10	2	-1.3	0.0	·	5
24	O=C(COc1ccc(F)cc1)Nc1nccs1	0	-5	-4	-2	1.1	0.2	-0.1	-3
25	C[C@@H]1CN([C@H](C)CO)C(=O)c2cc(-c3ccc(F)cc3)cnc2O[C@H]1CN(C)CC1CCCCC1	-1	16	-6	-2	-2.7	-0.2	0.5	-2
26	CC(C)NC(=O)Nc1ccc2c(c1)C(=O)N([C@@H](C)CO)C[C@H](C)[C@@H](CN(C)S(=O)(=O)c1cccs1)OCCCC[C@H](C)O2	-8	-10	-7	-3	3.0	0.0	·	4
27	COc1ccc(NS(=O)(=O)c2ccc(C)c(C(=O)N(C)Cc3ccc(C)cc3)c2)cc1	1	-18	15	-138	0.3	-0.1	-0.2	-13
28	Cc1ccc(CN2CC(C(=O)NNC(=O)Cn3ccc(C(F)(F)F)n3)CC2=O)cc1 (stereo not drawn)	-3	·	-3	-1	0.8	-0.7	0.2	-7
29	CO[C@H]1CN(C)C(=O)c2cc(NS(C)(=O)=O)ccc2OC[C@@H](C)N(CCC(F)(F)F)C[C@H]1C	0	19	1	·	0.1	-0.4	0.2	5
30	Cc1cc(NC(=O)c2ccc(C#N)cc2)n(-c2ccccc2)n1	-15	11	-4	-2	-0.2	-0.1	0.0	-5
31	Nn1c(COc2ccc(Cl)cc2)n[nH]c1=S	-2	-13	-10	4	-0.7	0.0	·	-1
32	CC1(Cc2c(Cl)cccc2Cl)C(=O)Nc2cc(-c3ccccc3Cl)ccc21 (stereo not drawn)	1	-8	-12	-1	-2.0	0.1	0.3	-6
33	Cc1nc(N)sc1-c1csc(Nc2ncccn2)n1	-1	18	-10	7	1.3	0.0	-0.1	·
34	Cc1cc(C(=O)Nc2ccc(C)c(S(=O)(=O)N3CCOCC3)c2)c2ccccc2n1	2	-12	-14	4	-2.4	-0.1	0.2	4
35	NS(=O)(=O)c1ccc(CCNC(=O)/C=C/c2ccccc2[N+](=O)[O-])cc1	8	27	5	4	4.0	0.0	0.1	·
36	CC1C2CC(C/C2=N/NC(=O)c2cccs2)C1(C)C (stereo not drawn)	4	-6	-3	-1	5.9	0.2	·	·
37	CCn1nc(C)c(CN2CCN(Cc3ccsc3)C(CCO)C2)c1C (stereo not drawn)	-1	-7	-3	-3	0.0	0.0	-0.2	·
38	COc1cc(NC(=O)c2cc(C(C)C)on2)cc(OC)c1OC	?	5	-10	2	1.6	0.1	1.2	-3
39	Cc1ccccc1C1=N/C(=C/c2cccnc2)C(=O)O1	5	5	-1	-2	-0.2	0.1	·	·
40	CCCNC(=O)N[C@@H]1CC[C@H](CCn2cc(-c3cccc(F)c3)nn2)O[C@H]1CO	5	9	-5	·	0.5	-0.4	0.4	6
41	O=C(/C=C/c1ccco1)NC1CCCC1	6	-19	-6	17	-2.7	0.0	·	·
42	C[C@@H]1CCCCO[C@@H](CN(C)Cc2ccc(C(=O)O)cc2)[C@@H](C)CN([C@@H](C)CO)C(=O)c2cc(NS(C)(=O)=O)ccc2O1	48*	19	-8	0	-3.5	-0.1	0.1	-4
43	CCn1nc(C(=O)OCC(=O)N(CCC#N)c2ccccc2)c2ccccc2c1=O	75*	25	-10	2	-2.5	0.0	·	2
44	COc1ccccc1NC(=O)Cn1c(=O)n(CCc2c[nH]c3ccccc23)c(=O)c2cccnc21	1	·	-5	0	0.6	0.1	-1.4	1
45	COC(=O)c1ccc(/C=N/NC(=O)c2cccc(F)c2)cc1	-8	14	4	1	-0.4	·	·	-8
46	O=C(Nc1ccccc1N1CCOCC1)C1CCN(S(=O)(=O)c2ccc(Cl)cc2)CC1	1	-10	-25	1	-1.9	0.1	1.6	8
47	O=C(c1cn(-c2ccccc2)nc1-c1cccnc1)N1CCN(S(=O)(=O)c2cccc(F)c2)CC1	-2	-14	-14	1	-0.3	-0.1	1.2	8
48	CN(C)C(=O)CN1c2cccc3cccc(c23)S1(=O)=O	-3	3	-10	-1	1.7	0.0	0.1	-1
49	CS(=O)(=O)N1CCN(c2ccc(NC(=S)NC(=O)c3ccc4c(c3)OCO4)cc2)CC1	-1	17	-20	-3	0.4	0.0	0.3	·
50	C[C@@H]1CN([C@@H](C)CO)C(=O)c2cc(NS(=O)(=O)c3cn(C)cn3)ccc2O[C@@H]1CN(C)S(=O)(=O)c1cn(C)cn1	·	4	·	·	-4.1	0.0	-0.1	·
51	Cc1ccc(S(=O)(=O)N2CCOCC2)cc1C(=O)OCC(=O)c1ccc(Br)cc1	-11	-1	1	9	1.9	0.0	1.6	0
52	CCCNC(=O)Nc1ccc2c(c1)OC[C@H](C)N(Cc1ccccn1)C[C@@H](C)[C@@H](OC)CN(C)C2=O	-2	-2	6	1	2.0	0.0	0.1	3
53	NC(=O)NC(=O)COC(=O)c1ccc(OC(F)(F)F)cc1	-6	-9	2	2	0.9	0.0	·	·
54	CCCNC(=O)N1[C@H](CO)[C@@H]2c3ccccc3N(C(=O)c3ccccc3)C[C@@H]21	3	0	0	·	-1.6	0.3	0.5	8
55	Cc1ccc(Cl)cc1-c1ccc(C=Nc2ccc(N3CCOCC3)cc2)o1	3	16	-5	-1	·	0.1	-2.0	·
56	Cc1ccc(C(C(=O)NC2CCCCC2)N(CCCN2CCOCC2)C(=O)c2snc(C(N)=O)c2N)cc1 (stereo not drawn)	2	-3	-9	-1	2.5	0.1	·	-2

Three compounds from above, arranged by their value in GSIS activator, descending.
| nr | compound | GSIS activator |
| --- | --- | --- |
| 20 | COc1cccc(S(=O)(=O)N2CC[C@@H]3[C@H]2c2cc(-c4ccc(C#N)cc4)ccc2N[C@@H]3CO)c1 | 12 |
| 13 | NS(=O)(=O)c1ccc(CCNc2ccn3nc(-c4ccccc4)cc3n2)cc1 | -3 |
| 37 | CCn1nc(C)c(CN2CCN(Cc3ccsc3)C(CCO)C2)c1C (stereo not drawn) | -7 |

The listing continues.
nr	canonical_smiles	DENV2 CPE rescue	GSIS activator	RAD52 inh	CASP6 VEID inh	F508del corr	XiGFP reactiv	E-sel inducer	RAD54 inh
57	CCc1nnc(NC(=O)c2cc(S(=O)(=O)N3CCCCC3)ccc2C)s1	0	3	-18	3	-4.0	0.5	-0.6	1
58	O=C1CCN(CCCc2ccccc2)CCN1CCO	-10	7	-10	·	6.3	0.0	-0.1	-1
59	COCC#Cc1ccc2c(c1)O[C@@H](CN(C)Cc1ccccn1)[C@H](C)CN([C@@H](C)CO)S2(=O)=O	-1	-16	-5	1	1.9	-1.1	0.3	5
60	COCC(=O)NC[C@H]1[C@@H](c2ccccc2)[C@@H](CO)N1C(=O)c1ccccc1	6	12	-8	3	0.3	0.3	-0.2	8
61	COc1ccc(CN(C)C(=O)CNC(=O)c2sc3ccccc3c2Cl)c(OC)c1OC	-3	-9	-13	-71	-0.7	-0.1	-0.2	5
